# Assay outcomes: PubChem BioAssay, National Center for Advancing Translational Sciences (NCATS)
# DRD3 antagonist: blocks the human D3 dopamine receptor; 2.5% of 360,000 active; D3R cells, DiscoveRx beta-arrestin luminescence, antagonist mode; active compounds read low; P35462; max response, negative = inhibition, %; in the data active = max response below about -50%; inconclusive = no clear call, values can overlap the other calls; note: % is set by controls: 0 for no effect and ±100 for the full control effect; mostly tested at two doses, the higher about 12 µM
#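 Cells plated overnight at 1500 cells/well, then exposed to library compounds with dopamine controls for 90 minutes at 37 degrees C. DiscoveRx reagent added for 30–60 minutes at room temperature; luminescence read, quantitative HTS format.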
# HEK293 tox: cytotoxicity counter-screen for GLP-1 receptor inverse agonists | HEK293 cAMP-luciferase reporter cells, luminescence, 24 h | 0.13% of 410,000 active | Potency, µM (top dose mostly 38.3 µM), for the others: at the top dose activity change, negative = inhibition, usual class: inhibitors;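 note: loss of luciferase light is scored as toxicity; potency is the fitted concentration of half-maximal effect; % is set by controls: 0 for no effect and ±100 for the full control effect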
#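 Seeding density was 200 cells/uL; after overnight-length (12 h) culture, 23 nL compounds went on for 24 h at 37 °C. Readout used a luciferase detection reagent, luminescence taken after 12 min at room temperature.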
# DRD3 agonist: activates the human D3 dopamine receptor; P35462; D3R DiscoveRx beta-arrestin cells, luminescence, 90 min; max activation, %; 0.58% of 410,000 active; AID 652048; in the data active = max activation above about 30%; note: 0% is about no effect; mostly tested at two doses, the higher about 12 µM
#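 Agonist mode: compounds and dopamine controls were applied to plated cells for 90 min at 37 degrees C after an overnight attachment at 1500 cells/well. Luminescent read-out followed 30 - 60 minutes at room temperature with DiscoveRx detection reagent.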
# KB-V1 MDR tox: KB-V1 MDR subline cytotoxicity; 3.4% of 400,000 active; AID 1347076; Potency, µM (titrated, usually from 46.1 µM), inactives show top-dose activity change, negative = cytotoxicity, actives largely listed as cytotoxic; KB-V1 MDR cells viability, CellTiter-Glo, 72 h; note: potency is the fitted concentration of half-maximal effect; % is set by controls: 0 for no effect and ±100 for the full control effect; nearly all actives have a fitted effect of over 60% in size
#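 Luminescent ATP read-out (CellTiter-Glo, 10 min) measures survival of drug-selected KB-V1 MDR cells after 72 h, 37 degrees C compound exposure. Medium: phenol-red-free DMEM, 10% FBS. Values from fitted concentration-response curves.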
# aSyn yeast inh: alpha-synuclein toxicity inhibition in yeast. 0.14% of 370,000 active. Yeast expressing alpha-synuclein, growth rescue, BacTiter-Glo, 24 h. AID 652106. Potency, µM (highest dose often 46.1 µM), for the others: top-dose growth rescue (activation), usual class: activators; note: potency is the fitted concentration of half-maximal effect; % of control where 0% means no effect; nearly all actives have a fitted effect of over 65% in size
#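 Galactose-induced alpha-syn yeast (OD600=0.02, raffinose-pregrown) + pinned cpd, 24 hr, 30 deg C; growth by BacTiter-Glo luminescence. Growth restoration scores as activation.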
# PTHR1 ag: agonists of human PTHR1 parathyroid hormone receptor; 0.075% of 410,000 active; Potency, µM (highest dose often 115 µM), for inactives: top-dose activation, usual class: activators; Q03431; HEK293 GP2 PTHR1 cells, GloSensor cAMP luminescence, 1 h; note: potency is the fitted concentration of half-maximal effect; nearly all actives have a fitted effect of over 55% in size; some results filed as inactive show a strong effect at the top dose; inactives centre near -15; many of its hits are not listed in these tables
# Target sequence (Q03431 whole entry, looked up): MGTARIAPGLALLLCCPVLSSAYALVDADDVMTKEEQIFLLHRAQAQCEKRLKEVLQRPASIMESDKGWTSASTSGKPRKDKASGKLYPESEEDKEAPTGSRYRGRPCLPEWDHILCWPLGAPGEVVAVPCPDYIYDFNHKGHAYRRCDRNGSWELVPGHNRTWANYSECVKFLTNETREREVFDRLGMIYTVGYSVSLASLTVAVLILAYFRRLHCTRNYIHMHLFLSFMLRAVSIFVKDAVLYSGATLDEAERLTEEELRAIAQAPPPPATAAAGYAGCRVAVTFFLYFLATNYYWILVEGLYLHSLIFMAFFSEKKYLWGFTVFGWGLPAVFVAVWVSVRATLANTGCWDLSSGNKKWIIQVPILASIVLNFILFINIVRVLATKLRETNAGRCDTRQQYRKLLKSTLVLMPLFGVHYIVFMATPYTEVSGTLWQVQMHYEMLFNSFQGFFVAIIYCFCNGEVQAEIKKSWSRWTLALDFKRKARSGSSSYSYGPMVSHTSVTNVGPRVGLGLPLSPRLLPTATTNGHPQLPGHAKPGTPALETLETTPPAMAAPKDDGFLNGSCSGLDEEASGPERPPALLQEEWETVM
#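 HEK-293-derived GP2 cells expressing PTHR1 and a GloSensor cAMP reporter, 3,000/well, plated overnight, given luciferin plus IBMX (each 0.5 mM as added) for 1 h at 37 °C, then compound for 1 h at 37 °C. Luminescence was read after 15 min at room temperature.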
# GLP1R ag: GLP-1 receptor (human) agonism; P43220; HEK293 GLP-1R CRE-luciferase, luminescence, 4-6 h; cells express a hypersensitive GLP-1R form; Potency, µM (doses to about 45.6 µM), for the others: at the highest dose activation, usual class: activators; 0.007% of 380,000 active; AID 624172; note: potency is the fitted concentration of half-maximal effect; % of control where 0% means no effect
# Target sequence (P43220 whole entry, looked up): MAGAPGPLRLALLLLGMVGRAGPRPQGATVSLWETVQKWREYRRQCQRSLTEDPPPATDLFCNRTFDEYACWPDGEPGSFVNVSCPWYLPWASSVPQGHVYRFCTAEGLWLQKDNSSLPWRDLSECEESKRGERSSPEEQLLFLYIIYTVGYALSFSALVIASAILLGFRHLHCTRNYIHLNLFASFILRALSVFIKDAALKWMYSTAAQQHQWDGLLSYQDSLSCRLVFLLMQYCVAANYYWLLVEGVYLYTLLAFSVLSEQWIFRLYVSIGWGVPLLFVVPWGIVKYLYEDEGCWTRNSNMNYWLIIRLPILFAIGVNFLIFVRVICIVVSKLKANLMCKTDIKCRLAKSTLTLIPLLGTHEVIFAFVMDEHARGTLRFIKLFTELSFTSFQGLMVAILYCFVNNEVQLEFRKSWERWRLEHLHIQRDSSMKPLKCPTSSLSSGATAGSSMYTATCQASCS
# TDP-43 yeast inh: inhibitors of TDP-43 toxicity in yeast. TDP-43 expressing yeast growth rescue, BacTiter-Glo, 24 h. Potency, µM (highest dose often 46.1 µM), without a hit: top-dose growth rescue (activation), most hits filed as activators. 1.8% of 410,000 active. AID 652104; note: potency is the fitted concentration of half-maximal effect; % of control where 0% means no effect; nearly all actives have a fitted effect of over 50% in size
#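 Yeast cells expressing TDP-43 under galactose induction are exposed to compounds for 24 hr at 30 deg C. BacTiter-Glo luminescence measures growth, so protective compounds score as activators.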
# GLP1R inv ag: acts as inverse agonist at human GLP-1 receptor; P43220; HEK293 GLP-1R CRE-luciferase, luminescence, 24 h; GLP-1R form is constitutively active; Potency, µM (top dose mostly 38.3 µM), for the others: top-dose activity change, negative = inhibition, usual class: inhibitors; 1.6% of 410,000 active; AID 624417; note: potency is the fitted concentration of half-maximal effect; % is set by controls: 0 for no effect and ±100 for the full control effect; nearly all actives have a fitted effect of over 55% in size
#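 Using stably transfected HEK293 (constitutively active GLP-1R, cAMP-luciferase reporter), compounds were incubated 24 hr and luciferase measured by luminescence.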
# The depositor's hits bear a star; i = inactive; ? = inconclusive; · = no result given; [ ] = dose if it differs, or a comment. Unless noted, calls come from the whole dose curve; as a rule, active = well fitted curve in the direction sought with a large enough effect; inconclusive = small, poorly fitted or top-dose-only effect, or another doubt; inactive = no such curve, though single readings can be large; an effect the other way counts as inactive or inconclusive. Some of the compounds tested; the hit share may differ from the screen's.
SMILES,DRD3 antagonist,HEK293 tox,DRD3 agonist,KB-V1 MDR tox,aSyn yeast inh,PTHR1 ag,GLP1R ag,TDP-43 yeast inh,GLP1R inv ag
CC(C)c1ccc(/C=N/NC(=O)CN(c2cccc(Cl)c2Cl)S(C)(=O)=O)cc1,-15,?,1,?,0%,i,-31%[inhibitor],2%,?
CCOC(=O)C1CCCN(C(=O)c2ccc(N(C)C)cc2)CC1 (stereo unspecified),23,3%,1,-2%,-12%,i,1%,21%,19%
COc1cccc(CNC(=O)C2(C)CCCN2C(=O)C(C)C)c1 (stereo unspecified),-1,3%,-3,?,0%,-35%,-2%,2%,24%
CCOc1ccc(-n2c(=O)[nH]c3sc4c(c3c2=O)CCCC4)cc1,9,2%,8,?,1%,-20%,5%,2%,-4%
COc1ccc(CCNc2ccc(C)cc2)cc1,7,-15%,19,1%,-11%,i,9%,-6%,-6%
CC(C)NC(=O)CN1C(=O)CSc2ccc(S(=O)(=O)N3CCCC3)cc21,-14,-11%,-2,28%,-3%,-8%,2%,28%,3%
N#C/C(=C\c1cccs1)c1nc2ccccc2[nH]1,5,-1%,-2,-25%,-3%,-5%,1%,-11%,2%
CCOc1ccc(S(=O)(=O)N2CCCCC2)cc1NC(=O)CN1C(=O)NC(C)(c2ccccc2)C1=O (stereo unspecified),-23,-19%,4,27%,1%,-14%,13%,0%,-26%
COCCn1c(SCC(=O)NC(=O)NC2CCCC2)nc2ccccc2c1=O,40,0%,2,-1%,2%,-13%,-7%,-21%,-2%
CCOC(=O)c1cnn(-c2ccccc2)c1NC(=O)c1ccccc1,12,-17%,17,?,-2%,i,-6%,-3%,1%
CC1CCCCC12NC(=O)N(CC(=O)N1CCN(Cc3ccc(C#N)cc3)CC1)C2=O (stereo unspecified),13,4%,1,?,0%,-70%[inhibitor],-5%,10%,-15%
CN(C)c1ccc(NC(=O)C2C3C=CC(C3)C2C(=O)O)cc1 (stereo unspecified),-17,?,-2,-24%,-13%,i,-5%,-20%,20%
CCOC(=O)c1cnc(-n2nc(C)cc2C)nc1Nc1ccc(C)cc1,3,?,-2,1µM*,3%,i,0%,17%,?
Cc1ccc(C(=O)CCNc2ccc(Cl)cc2)o1,-8,-2%,-15,1%,1%,-15%[57.5 µM],21%,-1%,0%
CCCc1cc(=O)oc2cc(C)cc(OC(C)C(=O)NCCN3CCOCC3)c12 (stereo unspecified),4,-12%,-4,-28%,-1%,-25%,-1%,-21%,19%

# Part of the list above in order of length of the SMILES, falling.
SMILES,DRD3 antagonist,HEK293 tox,DRD3 agonist,KB-V1 MDR tox,aSyn yeast inh,PTHR1 ag,GLP1R ag,TDP-43 yeast inh,GLP1R inv ag
CCOc1ccc(-n2c(=O)[nH]c3sc4c(c3c2=O)CCCC4)cc1,9,2%,8,?,1%,-20%,5%,2%,-4%
CCOC(=O)c1cnn(-c2ccccc2)c1NC(=O)c1ccccc1,12,-17%,17,?,-2%,i,-6%,-3%,1%
N#C/C(=C\c1cccs1)c1nc2ccccc2[nH]1,5,-1%,-2,-25%,-3%,-5%,1%,-11%,2%

# (cont.)
SMILES,DRD3 antagonist,HEK293 tox,DRD3 agonist,KB-V1 MDR tox,aSyn yeast inh,PTHR1 ag,GLP1R ag,TDP-43 yeast inh,GLP1R inv ag
O=C(CCn1c(=O)oc2ccccc21)Nc1ccccc1,-3,-4%,0,-3%,2%,i,-9%,11%,1%
Cc1ccc(N2C(=O)C(Cl)=C(N3CCOCC3)C2=O)cc1Cl,4,-2%,-5,-6%,7%,-24%,-12%,21%,-19%
Cc1ccccc1NC1=NC(=S)N(c2ccccc2)C12CCCCC2,16,?,1,?,0%,-7%,-13%,?,?
CNCCCOc1ccc(C)cc1Br,-53*,?,-8,-20%,1%,23%[57.5 µM],-14%,-11%,-22%
CCc1cc(=O)oc2c(C)c(OCC(=O)Nc3ccc(S(=O)(=O)N(CC)CC)cc3)ccc12,·,1%,-7,-9%,·,-17%,·,19%,8%
CCOc1ccc(NC(=O)Cn2cc(C(=O)c3ccccc3)c(=O)c3cc4c(cc32)OCCO4)cc1,·,-5%,-4,?,·,-16%,-1%,14%,-11%
COc1ccc(C(=O)Nc2ccc(N3CCN(c4ccccc4)CC3)c(C(=O)O)c2)cc1,·,5%,-3,0%,·,i,·,24%[9.22 µM],11%
C=CCn1cnc2scc(-c3ccccc3)c2c1=O,10,3%,2,-3%,17%,i,18%,?,51%[activator]
COc1ccc(/C=N/Nc2nnc(C)n2N)cc1OC,5,-11%[0.307 µM],1,6%,-6%,i,-19%,25%,-30%[0.307 µM]
COc1ccc(N2CCN(C(=O)c3cc4c(s3)-c3c(C)cccc3OC4)CC2)cc1,·,-7%,7,-22%,·,-10%,·,-30%[inhibitor],2%
Cc1sc2nc(CN3CCCCC3)nc(N3CCN(C(=O)c4ccco4)CC3)c2c1C,-2,-12%,-13,-13%,1%,-20%,-1%,0%,16%
Cc1cccc(-c2nnn(C/C(N)=N/O)n2)c1,-7,-2%,1,0%,-3%,i,2%,13%,15%
COc1ccc(NC(C)=O)cc1NS(=O)(=O)c1cn(C)c(=O)n(C)c1=O,8,1%,1,12%,-12%,i,-6%,18%,4%
O=C(O)CSc1nnc(-c2ccccc2Br)n1-c1cccc(C(F)(F)F)c1,-11,21%,10,-24%,-4%,-20%,-2%,10%,5%
CC1CN(Cc2cc(=O)[nH]c(C3CC3)n2)CC(C)O1 (stereo unspecified),15,-5%,1,1%,-8%,i,-9%,0%,0%
Cc1ccc(NC(=O)C(OC(=O)c2ccc(C=O)cc2)c2ccccc2)cc1Cl (stereo unspecified),4,6%,-20,-3%,-5%,-13%,6%,-2%,?
CN(C)C(CNC(=O)c1cc2ccccc2oc1=O)c1ccccc1 (stereo unspecified),-8,15%,-1,-1%,-3%,i,18%,-7%,-5%
COc1ccc(NC(=S)NNc2ccc(S(=O)(=O)Nc3ccccc3C(=O)O)cc2[N+](=O)[O-])cc1,-21,?,-5,17%,-16%,i,-1%,-14%,?
O=C(NC(=S)Nc1ccccc1N1CCOCC1)c1ccco1,3,3%,5,-22%,4%,i,7%,0%,-24%
CC(C)CCNC(=O)C(=O)Nc1c2c(nn1-c1ccccc1)CS(=O)(=O)C2,·,-10%,-7,12%,·,i,·,6%,16%
COc1ccc(CCN(C)C(=S)Nc2ccc(SC(F)F)cc2)cc1OC,-12,1%,-4,?,-13%,-16%,22%,9%,?
CSc1nnc(C2CCCN(CC(=O)Nc3ccccc3N3CCOCC3)C2)n1C(C)C (stereo unspecified),8,-8%,17,-5%,0%,i,3%,9%,9%
CCn1cc(S(=O)(=O)NC2CCCCC2)cn1,-2,-9%,2,0%,-2%,i,1%,-2%,19%
CCCS(=O)(=O)c1c(S(=O)(=O)CCC)c2cnccn2c1C(=O)c1ccc(Cl)cc1,11,-3%,1,0%,3%,i,-1%,20%,-28%
CCOc1ccccc1NC(=O)CN1CCC(C(=O)c2ccc(OC)cc2)CC1,-15,-9%,-12,-14%,3%,i,23%,-8%,?
COC(=O)C1CCN(Cc2cn(Cc3ccccc3)nc2-c2cc3ccccc3o2)CC1,-25,-10%,23,13%,9%,i,-5%,-4%,?
COc1ccc(Nc2cc(C(=O)NCCc3ccc(C)cc3)c3ccccc3n2)c(OC)c1,·,90%[activator],4,21%,·,-32%[inhibitor],·,?,-8%
COc1cc(/C=C/C(=O)OCc2c(C)noc2C)ccc1OC(F)F,?,4%,3,-6%,6%,-93%[inhibitor],19%,18%,16%
COc1cccc(NS(=O)(=O)c2c(C)cc(C)cc2C)c1,10,10%,1,?,22%,-12%,4%,?,0%
CSc1nc(O)c(C(c2ccc(F)cc2)c2c(O)nc(SC)[nH]c2=O)c(=O)[nH]1,2,1%,9,14%,-3%,-17%,0%,-1%,0%
Cc1ccc2c(CC(=O)OCn3nnc4ccccc4c3=O)coc2c1,-5,3%,-4,-10%,12%,i,1%,?,1%

# Not a retest: entries from further up.
SMILES,DRD3 antagonist,HEK293 tox,DRD3 agonist,KB-V1 MDR tox,aSyn yeast inh,PTHR1 ag,GLP1R ag,TDP-43 yeast inh,GLP1R inv ag
CCOc1ccccc1NC(=O)CN1CCC(C(=O)c2ccc(OC)cc2)CC1,-15,-9%,-12,-14%,3%,i,23%,-8%,?
COC(=O)C1CCN(Cc2cn(Cc3ccccc3)nc2-c2cc3ccccc3o2)CC1,-25,-10%,23,13%,9%,i,-5%,-4%,?
COc1ccc(Nc2cc(C(=O)NCCc3ccc(C)cc3)c3ccccc3n2)c(OC)c1,·,90%[activator],4,21%,·,-32%[inhibitor],·,?,-8%
COc1cc(/C=C/C(=O)OCc2c(C)noc2C)ccc1OC(F)F,?,4%,3,-6%,6%,-93%[inhibitor],19%,18%,16%
COc1cccc(NS(=O)(=O)c2c(C)cc(C)cc2C)c1,10,10%,1,?,22%,-12%,4%,?,0%
CSc1nc(O)c(C(c2ccc(F)cc2)c2c(O)nc(SC)[nH]c2=O)c(=O)[nH]1,2,1%,9,14%,-3%,-17%,0%,-1%,0%
Cc1ccc2c(CC(=O)OCn3nnc4ccccc4c3=O)coc2c1,-5,3%,-4,-10%,12%,i,1%,?,1%
